High-throughput results from PubChem.
DAGLB inh: diacylglycerol lipase beta (human) inhibition. HEK293T DAGLB membrane lysate, EnzChek fluorogenic substrate. Q8NCG7. inhibition, % at 5.17 µM. hit rate 0.059% among 340,000; in the data active = inhibition above about 34%;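 also: 0% = enzyme with vehicle and 100% = wells lacking enzyme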
Target sequence (Q8NCG7 whole entry, looked up): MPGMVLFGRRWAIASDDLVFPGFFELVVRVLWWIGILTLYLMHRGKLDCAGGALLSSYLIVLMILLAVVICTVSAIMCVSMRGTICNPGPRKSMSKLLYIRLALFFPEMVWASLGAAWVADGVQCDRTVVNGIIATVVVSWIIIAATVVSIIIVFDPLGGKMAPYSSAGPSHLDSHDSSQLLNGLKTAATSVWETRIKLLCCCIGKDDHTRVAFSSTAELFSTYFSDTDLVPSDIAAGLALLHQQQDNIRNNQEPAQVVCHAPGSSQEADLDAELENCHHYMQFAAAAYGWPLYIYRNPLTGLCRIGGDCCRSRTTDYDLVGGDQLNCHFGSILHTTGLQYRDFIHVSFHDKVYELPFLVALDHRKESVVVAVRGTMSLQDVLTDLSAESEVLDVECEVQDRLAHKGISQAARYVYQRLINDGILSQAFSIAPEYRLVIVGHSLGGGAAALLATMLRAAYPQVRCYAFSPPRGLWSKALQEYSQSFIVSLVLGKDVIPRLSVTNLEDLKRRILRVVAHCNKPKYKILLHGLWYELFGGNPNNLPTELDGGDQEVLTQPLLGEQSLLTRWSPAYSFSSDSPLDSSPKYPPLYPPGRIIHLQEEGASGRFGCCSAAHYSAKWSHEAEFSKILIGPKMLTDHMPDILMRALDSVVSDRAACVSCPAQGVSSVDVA
Tat export inh: blocks Tat-dependent protein export in E. coli; E. coli MC4100 TorA-mCherry Tat export, fluorescence; AID 488895; inhibition, % at 10 µM; hit rate 0.036% among 340,000;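 active = mean replicate inhibition at least 50% and at least half of replicates individually reaching 50%; inconclusive = only one of the two criteria met; inactive = neither criterion met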;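 also: exported cargo escapes ClpAP degradation while cytoplasmic cargo is degraded and loses fluorescence; 0% = median of neutral control wells and 100% = median of NaSCN control wells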
E coli growth: counter-screen for AddAB inhibitors: E. coli growth inhibition | E. coli V3065 growth, OD600 absorbance, 18 h | inhibition, % at 11.9 µM | hit rate 0.27% among 330,000 | AID 449728;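 active = inhibition above the campaign's mean inhibition across all tested compounds plus 3 SD, cut at about 9.9% in these data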;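 also: uninfected addAB+ strain grown without phage in ampicillin broth; 0% = DMSO wells and 100% = ciprofloxacin 0.95 µg/ml wells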
phage Ecoli inh: E. coli growth loss with phage present | growth absorbance | AID 651602 | hit rate 0.26% among 360,000 | inhibition, % at 11.9 µM; in the data active = inhibition above about 11%
AddAB inh: less growth of phage-infected E. coli with AddAB; E. coli expressing H. pylori AddAB, absorbance growth; inhibition, % at 11.9 µM; hit rate 0.29% among 330,000; in the data active = inhibition above about 12%;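 also: 0% = vehicle wells of infected cells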
PfHsp90 yeast 2: inhibits growth of yeast expressing Plasmodium falciparum Hsp90 | S. cerevisiae expressing PfHsp90, BacTiter-Glo ATP, 48 h; yeast lacking PDR1 and PDR3 efflux regulators | inhibition, % at 9.4 µM | hit rate 0.32% among 310,000 | AID 504621;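 active = every replicate shows inhibition above about 80%, whatever the replicate mean, limit read from the data; inconclusive = mean inhibition reaches the set limit but some replicate falls short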;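 also: 0% = DMSO neutral controls and 100% = 20 µM radicicol positive controls; yeast relying on Plasmodium falciparum Hsp90 in place of its own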
CAL PDZ inh: inhibitors of human CAL PDZ peptide binding | hit rate 0.02% among 330,000 | Q9HD26 | inhibition, % at 20 µM | purified CAL PDZ, TMR-peptide fluorescence polarization, 1 h | AID 504414;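 active = highest replicate inhibition of at least 40%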;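 also: plate controls were DMSO neutral control wells for no effect and unlabeled competitor peptide control wells for full effect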
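material = purified tagged CAL PDZ domain construct (CerCALP) | compound dosing = 20 µM, one dose | times = 1 h at RT | measured by = fluorescence polarization from S- and P-plane intensities, G-factor corrected | read-out = inhibition from polarization loss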
Rtt109 HAT inh: blocks Candida albicans Rtt109/Vps75 acetyltransferase activity; AID 540336; purified Rtt109/Vps75, ThioGlo CoA-SH fluorescence, 4 h; Q5AAJ8; inhibition, % at 34.9 µM; hit rate 0.16% among 330,000;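 active = inhibition of at least 50% in every replicate; inconclusive = best replicate reaches 50% inhibition but some replicates fall short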
Target sequence (Q5AAJ8 whole entry, looked up): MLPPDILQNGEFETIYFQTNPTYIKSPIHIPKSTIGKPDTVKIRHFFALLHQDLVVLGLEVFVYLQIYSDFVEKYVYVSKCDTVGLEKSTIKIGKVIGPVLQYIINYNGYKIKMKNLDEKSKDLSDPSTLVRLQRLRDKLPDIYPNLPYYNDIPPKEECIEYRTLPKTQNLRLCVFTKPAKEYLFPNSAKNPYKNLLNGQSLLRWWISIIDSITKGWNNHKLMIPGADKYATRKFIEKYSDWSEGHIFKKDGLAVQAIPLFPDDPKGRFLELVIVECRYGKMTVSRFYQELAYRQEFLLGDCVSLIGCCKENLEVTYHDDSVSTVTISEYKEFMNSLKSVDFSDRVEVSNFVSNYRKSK
PvdQ inh: P. aeruginosa PvdQ acylase inhibition; inhibition, % at 10 µM; AID 488965; hit rate 0.063% among 340,000; purified PvdQ acylase, fluorescence plate reader; in the data active = inhibition above about 30%, passing the limit was not always enough; inconclusive = no clear call, values can overlap the other calls;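 also: 0% = vehicle neutral wells and 100% = reference inhibitor wells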
Wnt act: activates Wnt/beta-catenin signaling in a reporter cell assay; activator, plate reader; activation, % at 9.35 µM; hit rate 1.2% among 300,000; in the data active = activation above about 30%, passing the limit was not always enough; inconclusive = no clear call, values can overlap the other calls;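 also: 0% = neutral control wells and 100% = positive control wells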
The depositor's hits bear a star; ? = inconclusive; . = no result given.

Values run as follows: DAGLB inh	Tat export inh	E coli growth	phage Ecoli inh	AddAB inh	PfHsp90 yeast 2	CAL PDZ inh	Rtt109 HAT inh	PvdQ inh	Wnt act
- Cc1ccc(C)c(S(=O)(=O)N2CCCOC2CNC(=O)C(=O)NCCc2ccco2)c1 (configuration not stated)
 : 4	5	0.6	1.6	0.4	5	1.0	2	-13	-1
- O=C(CSc1nc2ccccc2c(=O)n1CC1CCCO1)NCC1CCCO1 (configuration not stated)
 : 0	-11	-1.1	2.8	1.3	.	-1.1	0	-15	-1
- CCOc1ccc(OCC(=O)Nc2c3c(nn2C(C)(C)C)CS(=O)(=O)C3)cc1
 : 2	-7	-0.6	1.8	-0.6	-9	-2.1	-4	-14	1
- CCC(C)NC(=O)CSc1ccc(Cl)cc1 (configuration not stated)
 : -1	5	-3.9	1.4	-1.0	-2	-1.2	7	17	.
- CCCC(C)C(=O)Nc1nnc(C)s1 (configuration not stated)
 : -1	19	-0.5	0.2	1.3	.	-2.0	8	8	.
- Cc1ccc(C(=O)CSc2nc3cccnc3n2C)cc1
 : 2	21	1.9	2.5	2.1	7	-1.0	-1	-2	0
- COCCN(Cc1ccco1)C(=O)Cn1ncc2c(=O)oc3ccccc3c21
 : -2	8	-2.4	-0.6	1.8	-3	-1.2	2	3	-2
- CC(=O)c1ccc(OCc2cc(C(=O)N3CCN(C4CCCC4)C(=O)C3)no2)cc1
 : 1	-6	0.8	5.2	-0.1	-1	-2.2	-1	-15	10
- Cc1cccc(NC(=O)CCC(=O)N/N=C/c2ccncc2)c1
 : 1	8	0.3	4.3	1.9	16	-2.9	-44	-9	-2
- COC(=O)[C@@H](NC(=O)NCc1cccc(OC)c1)C(C)C
 : -5	-3	-4.5	0.8	-4.0	-34	.	5	-10	-3
- Cc1ccc(/C=C/C(=O)N2CCN(c3cccc(C(F)(F)F)c3)CC2)cc1
 : -5	-5	0.3	3.7	-0.4	-12	-0.8	-13	-6	-2
- Cn1c(SCc2c(F)cccc2Cl)nc2ccccc2c1=O
 : -4	3	0.0	0.5	3.5	.	-0.3	9	-1	4
- O=S(=O)(c1ccc(F)cc1)N1CCN=C1SCc1cccc(F)c1
 : -6	-1	1.4	2.5	-0.7	18	0.0	-4	6	-1
- CCCCc1c(C)nc2cc(-c3ccco3)[nH]n2c1=O
 : 1	10	0.2	-0.2	1.6	25	-1.0	-6	-16	20
- OCCC1CN(Cc2ccc(F)cc2)CCN1CCc1ccccc1 (configuration not stated)
 : -3	-1	0.1	0.6	-1.9	17	-1.6	8	-24	0
- Cc1ccc2cccc(OCc3ccc(Br)cc3)c2n1
 : -5	-5	1.0	0.3	1.0	3	-1.1	-1	-18	-1
- Cn1cc(S(=O)(=O)CC(=O)N2CCCc3ccccc32)c2ccccc21
 : 1	-15	1.0	2.2	-2.7	9	-0.6	-3	-13	2
- CSc1ccc(-c2nnn(Cc3ccccn3)n2)cc1
 : -7	-6	-0.6	4.6	4.2	13	-3.2	2	-3	-1
- O=C(Nc1ccc2ccccc2c1)c1ccccc1O
 : -5	-2	4.8	6.2	7.3	-1	-5.2	-12	0	8
- COc1ccc(CCN(C)C(=O)CCNC(=O)c2ccc(Br)cc2)cc1OC
 : -1	8	0.8	-1.8	-0.2	0	-2.0	-4	-9	-1
- CCCCCN1C=CC(=C2C(=O)c3ccccc3C2=O)C=C1
 : 2	-1	4.8	5.0	2.5	62	-2.2	3	-8	0
- CC(NC(=O)C(=O)N/N=C\c1cccc([N+](=O)[O-])c1)c1ccccc1 (configuration not stated)
 : -1	4	-1.9	3.1	1.2	28	-3.1	-6	-11	-2
- COc1ccc(OC)c(-c2cc(C(=O)Nc3sc4c(c3C#N)CCC(C)C4)c3ccccc3n2)c1 (configuration not stated)
 : -1	-4	-0.1	0.1	0.9	-2	-0.5	3	0	.
- CCn1ncc(CN2CCCC(C(=O)c3cccc(OC(C)C)c3)C2)c1C (configuration not stated)
 : 0	-4	3.6	4.5	-0.9	.	-2.3	3	4	-3
- CCC(=O)Nc1ccc2nc3c(=O)[nH]c(=S)[nH]c3nc2c1
 : 2	-12	-0.8	0.6	0.3	-10	-0.6	12	-6	1
- O=C(CSc1nc(-c2ccc(F)cc2)nc2c1Cc1ccccc1O2)Nc1ccc(C(=O)O)cc1
 : 3	1	.	2.8	.	-4	-5.3	-7	4	0
- CC1=C(C(=O)OCC2CCCO2)C(c2ccc(C)cc2)C2=C(CC(C)(C)CC2=O)N1 (configuration not stated)
 : -4	-9	1.5	2.9	4.3	14	-1.0	-42	-9	1
- Cc1cc2nc(-c3ccc(SCc4ccc(C#N)cc4)nc3)[nH]c2cc1C
 : -4	-4	-2.0	3.7	2.4	-5	-4.4	-9	-11	10
- Cc1noc(C)c1S(=O)(=O)N1CCCC(C(=O)N2CCN(C3CCCCC3)CC2)C1 (configuration not stated)
 : 0	7	3.3	1.5	2.1	10	-1.8	5	-8	-3
- COC(=O)c1cc(Br)c(=O)n(Cc2ccco2)c1
 : 3	7	-1.4	1.2	-0.2	12	0.4	6	-4	1

More structures:
Values run as follows: DAGLB inh	Tat export inh	E coli growth	phage Ecoli inh	AddAB inh	PfHsp90 yeast 2	CAL PDZ inh	Rtt109 HAT inh	PvdQ inh	Wnt act
- CN(C)C(=O)COc1ccc2ccc(=O)oc2c1
 : -1	-4	1.7	0.0	1.5	1	-3.1	-6	8	1
- O=C(NC1=NCCS1)C12CC3CC(C1)CC(C(=O)NC1=NCCS1)(C3)C2
 : 2	-1	1.9	1.9	1.9	18	-0.2	2	5	.
- CCOC(=O)c1[nH]c2ccc(C)cc2c1N=C(C)N(C)C
 : 3	-2	1.0	3.1	2.7	6	-0.3	-13	8	.
- Cc1cc(C)c(OCC(=O)N/N=C/c2ccco2)c(C)c1
 : -4	-10	-0.6	2.2	1.2	0	-0.7	45	9	.
- COc1cc(C)c(CN2CCC(Cc3ccccc3)CC2)cc1C
 : -7	-7	.	3.9	.	-14	-0.9	7	-3	-2
- COc1cc(NC(=O)c2cc3ccccc3cc2OC)ccc1NC(=O)c1cccs1
 : -3	-3	0.8	-1.6	-1.4	2	-0.2	-51	0	5
- CCCn1c(=O)c2c(nc3n2CCCN3CCc2ccc(OC)c(OC)c2)n(C)c1=O
 : 1	5	-0.5	3.8	-0.7	-22	0.3	-1	-18	-1
- COc1ccc(CCNc2ncnc3c2nnn3Cc2ccccc2)cc1OC
 : -1	-6	0.5	0.0	4.8	5	.	2	12	-7
- COc1ccc(-c2cc(=O)oc3c(C)c(OCC(=O)N[C@@H](Cc4ccc(O)cc4)C(=O)O)ccc23)cc1
 : 2	4	0.5	1.9	1.7	1	-3.5	-15	-16	-2
- Cc1ccc(/C=C/C(=O)N2CCc3ccccc32)o1
 : 0	-1	0.9	-0.1	3.6	8	-3.0	13	5	?
- CCc1ccc(C(O)(c2ccccc2OC)C(CN2CCOCC2)c2ccccc2)cc1 (configuration not stated)
 : -6	2	1.9	2.1	0.8	-24	-1.2	9	-4	-2
- N#Cc1c(N)nc2c(c1-c1ccc(Br)s1)CCCC2
 : -1	-5	-1.0	0.2	2.7	-17	-0.5	-9	-9	.
- O=C(O)c1cnn(-c2nc(-c3ccc(Br)cc3)cs2)c1C(F)(F)F
 : 7	-3	-1.0	1.1	-0.4	-13	-2.9	1	-12	11
- COc1ccc(C2(c3ccc(OC)cc3)NC(=O)N(CC(=O)Nc3cc(C)on3)C2=O)cc1
 : -1	8	2.2	1.9	-3.0	.	-0.4	10	-14	-5
- COc1cccc(/C=N/NC(=O)CCCC(=O)NC2CCCCC2)c1
 : -3	1	-0.9	2.4	1.5	-10	-0.3	-3	15	0
- Cc1ccc(CC2S/C(=C(/C#N)C(=O)N3CCOCC3)N(c3ccccc3)C2=O)cc1 (configuration not stated)
 : 0	-2	-2.9	3.2	1.8	11	-1.3	-2	-6	-3
- CC(=O)[C@H]1CCC2C3CC=C4C[C@@H](O)CC[C@]4(C)C3CC[C@@]21C (some centres not stated)
 : -3	-2	-0.3	-1.6	-0.7	-4	-1.0	-1	-17	-3
- COCCNC(=O)C(c1cccc(OC)c1)N(Cc1cccs1)C(=O)Cn1nnc2ccccc21 (configuration not stated)
 : -2	2	-1.8	1.6	-1.0	26	0.6	-1	8	-6
- N#CCCN1CCN(S(=O)(=O)c2ccc(S(=O)(=O)NC3CC3)cc2)CC1
 : 1	0	-0.9	2.0	2.5	17	-0.1	-6	-2	-2
- Cc1cn(CCC(=O)Nc2ccccc2N2CCOCC2)c2ccccc12
 : -4	16	0.2	-0.6	2.0	-1	0.4	.	5	-2
- O=C(CN(c1ccccc1)S(=O)(=O)c1ccccc1)N/N=C/c1ccco1
 : -1	-5	0.3	2.8	-0.4	-26	-0.4	0	-10	-2
- CCc1nnc(NC(=O)CN2C(=O)c3ccccc3C2=O)s1
 : -1	1	0.3	0.5	0.6	-7	-1.5	55*	-3	.
- Oc1ccc(-c2n[nH]c(=S)n2Cc2ccccc2)cc1
 : -1	-6	0.5	3.7	1.9	0	-0.6	7	-18	.
- CCCCCn1c(=O)[nH]c2c(c1=O)CCC2
 : 0	8	0.6	1.4	0.5	6	-3.6	5	14	0
- COc1cccc(C2=CC(c3cc(OC)ccc3OC)n3nnnc3N2)c1 (configuration not stated)
 : -3	0	-1.5	1.9	2.8	-5	-0.9	-11	2	.
- CCOc1ccc(C(=O)Nc2ccc3[nH]ncc3c2)cc1
 : 1	4	0.0	1.6	3.1	13	.	5	-3	55*
- O=S(=O)(c1ccc(Cl)cc1)N1CCCC(c2nc(-c3ccc(F)cc3)no2)C1 (configuration not stated)
 : 0	-5	-0.8	0.6	0.0	10	-1.2	-1	-14	-1
- CCOc1cccc(-c2cc(C(=O)N/N=C/c3ccc(OC)c(CN4CCOCC4)c3)c3ccccc3n2)c1
 : 1	7	-2.2	2.9	-1.7	-14	-2.6	-5	-6	-4
- CCOC(=O)c1c(C)[nH]c(C)c1S(=O)(=O)N1c2ccccc2CC1C (configuration not stated)
 : 1	-4	0.8	5.5	2.5	4	-2.0	8	14	-2
- COc1cc(C(=O)N(C)Cc2cccc(OC)c2OC)ccc1OCC(=O)Nc1cccc(C(F)(F)F)c1
 : -4	21	3.2	1.6	0.5	18	-2.9	4	-13	-2

Further results follow.
Values run as follows: DAGLB inh	Tat export inh	E coli growth	phage Ecoli inh	AddAB inh	PfHsp90 yeast 2	CAL PDZ inh	Rtt109 HAT inh	PvdQ inh	Wnt act
- O=C(N1CCN(c2ccccc2)CC1)C12CC3CC(CC(C3)C1)C2
 : -5	-5	-3.5	0.8	0.6	17	.	21	-5	.
- COc1cc2c(cc1NC(=O)COc1ccc3ccccc3c1)oc1ccccc12
 : 0	0	-1.6	-1.9	-0.4	-5	-1.5	-4	-11	1
- O=C(Nc1ccc(F)cc1)C1CC(=O)n2ncnc2N1 (configuration not stated)
 : -3	3	-3.3	1.7	0.8	.	-0.5	-3	-7	-1
- CCc1c(C)nc(SCC(=O)N2CCN(c3ccccc3)CC2)[nH]c1=O
 : 1	0	0.3	3.4	1.2	5	-1.3	.	23	-4
- COc1ccc(N2CCN(C(=O)c3ccc(CNc4c(N5CCOCC5)c(=O)c4=O)cc3)CC2)cc1
 : 0	-7	-1.5	2.5	-0.2	-8	1.0	2	0	-3
- O=C(CSCc1cccc(Br)c1)NC1CC1
 : -2	1	0.0	2.7	2.3	-73	-2.9	5	-6	3
- Cc1cc(Br)cn2cc(C(=O)O)nc12
 : -2	-10	-2.0	4.1	0.8	3	0.6	-9	6	-1
